# HTR5A ag ctr: activates human HTR5A in OPRM1-OPRD1 agonist counter-screen. P47898. activation, % at 9.3 µM. HTR5A agonist assay, luminescence, cell-based. hit rate 0.61% among 340,000; in the data active means activation mostly above about 9.5%, no sharp cut-off; inactive means mostly below about 7.6%;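 further: 0% = cells with vehicle only and 100% = reference agonist; strong numbers were not always called active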
# E coli growth: counter-screen for AddAB inhibitors: E. coli growth inhibition; E. coli V3065 growth, OD600 absorbance, 18 h; AID 449728; inhibition, % at 11.9 µM; hit rate 0.27% among 330,000;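 active means inhibition above the campaign's mean inhibition across all tested compounds plus 3 SD, cut at about 9.9% in these data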;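 further: uninfected addAB+ strain grown without phage in ampicillin broth; 0% = DMSO wells and 100% = ciprofloxacin 0.95 µg/ml wells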
# phage Ecoli inh: E. coli growth loss with phage present; growth absorbance; inhibition, % at 11.9 µM; hit rate 0.26% among 360,000; in the data active means inhibition above about 11%
# AddAB inh: less growth of phage-infected E. coli with AddAB. E. coli expressing H. pylori AddAB, absorbance growth. inhibition, % at 11.9 µM. hit rate 0.29% among 330,000. AID 435030; in the data active means inhibition above about 12%;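 further: 0% = vehicle wells of infected cells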
# HTR5A inv ctr: counter-screen for OPRM1-OPRD1 inverse agonists: human HTR5A inverse agonism | P47898 | HTR5A cell line, luminescence | inhibition, % at 9.3 µM | hit rate 0.083% among 340,000 | AID 504634; in the data active means inhibition mostly above about 23%, no sharp cut-off; inactive means mostly below about 18%;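 further: 0% = cells with DMSO and 100% = no-cell wells with DMSO; some compounds called inactive have numbers as strong as hits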
# SUMO Mot1 rescue: blocks SUMOylation pathway, rescuing yeast Mot1-301 growth. hit rate 1% among 320,000. growth rescue, % at 18.8 µM. S. cerevisiae Mot1-301 growth rescue, ATP luminescence, 38.5C; percent above DMSO median, 100 means doubled. AID 2716;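 active means every valid replicate shows activation above 250% relative to neutral control wells; inactive means the rest, any valid replicate at or below 250%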;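 further: OY570 slx delta 5 strain wells were the positive control but not used for scaling; some compounds called inactive have numbers as strong as hits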
# PKA-R1A act: activates the PKA-R1A holoenzyme complex; P00514+P68181; PKA-R1A dissociation, Cy5-IP20 fluorescence polarization; scaled: DMSO 0%, 113 µM cGMP 100%; activation, % at 11.4 µM; hit rate 0.083% among 340,000; AID 504707;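 active means percent activation above the mean of all tested compounds plus 3 SD, cut at about 19% in these data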;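 further: higher means more PKAc released from R1A so a rise in polarization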
# PfHsp90 yeast 2: inhibits growth of yeast expressing Plasmodium falciparum Hsp90 | inhibition, % at 9.4 µM | hit rate 0.32% among 310,000 | S. cerevisiae expressing PfHsp90, BacTiter-Glo ATP, 48 h; yeast lacking PDR1 and PDR3 efflux regulators;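 active means every replicate shows inhibition above about 80%, whatever the replicate mean, limit read from the data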;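 further: 0% = DMSO neutral controls and 100% = 20 µM radicicol positive controls; yeast relying on Plasmodium falciparum Hsp90 in place of its own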
# OPRM1-OPRD1 ag: OPRM1-OPRD1 heterodimerization agonism. P35372+P41143. cells, luminescence. activation, % at 9.3 µM. hit rate 0.3% among 340,000. AID 504326; in the data active means activation above about 18%;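 further: 0% = vehicle-treated cells and 100% = reference agonist; values of inactives mirror those of a sister screen read the other way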
# OPRM1-OPRD1 inv: mu-delta opioid heterodimer inverse agonism. P35372+P41143. cell-based MOR-DOR heterodimer luminescence. hit rate 0.21% among 340,000. inhibition, % at 9.3 µM. AID 504357; in the data active means inhibition above about 22%, passing the limit was not always enough;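 further: 0% = cells with DMSO and 100% = wells without cells with DMSO; values of inactives mirror those of a sister screen read the other way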
# DSG3 Ab inh: human desmoglein-3 autoantibody binding inhibition; P32926; hit rate 0.48% among 310,000; DSG3-coupled beads, scFv-anti-DSG3-GFP binding, flow cytometry; active compounds read low; binding (percent of control), % at 10 µM;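 active means binding more than 3 SD below its plate's average and above zero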;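 further: hits lower antibody fragment binding to DSG3; some compounds called inactive have numbers as strong as hits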
# Target sequence (P32926 whole entry, looked up, the tested form may be a part): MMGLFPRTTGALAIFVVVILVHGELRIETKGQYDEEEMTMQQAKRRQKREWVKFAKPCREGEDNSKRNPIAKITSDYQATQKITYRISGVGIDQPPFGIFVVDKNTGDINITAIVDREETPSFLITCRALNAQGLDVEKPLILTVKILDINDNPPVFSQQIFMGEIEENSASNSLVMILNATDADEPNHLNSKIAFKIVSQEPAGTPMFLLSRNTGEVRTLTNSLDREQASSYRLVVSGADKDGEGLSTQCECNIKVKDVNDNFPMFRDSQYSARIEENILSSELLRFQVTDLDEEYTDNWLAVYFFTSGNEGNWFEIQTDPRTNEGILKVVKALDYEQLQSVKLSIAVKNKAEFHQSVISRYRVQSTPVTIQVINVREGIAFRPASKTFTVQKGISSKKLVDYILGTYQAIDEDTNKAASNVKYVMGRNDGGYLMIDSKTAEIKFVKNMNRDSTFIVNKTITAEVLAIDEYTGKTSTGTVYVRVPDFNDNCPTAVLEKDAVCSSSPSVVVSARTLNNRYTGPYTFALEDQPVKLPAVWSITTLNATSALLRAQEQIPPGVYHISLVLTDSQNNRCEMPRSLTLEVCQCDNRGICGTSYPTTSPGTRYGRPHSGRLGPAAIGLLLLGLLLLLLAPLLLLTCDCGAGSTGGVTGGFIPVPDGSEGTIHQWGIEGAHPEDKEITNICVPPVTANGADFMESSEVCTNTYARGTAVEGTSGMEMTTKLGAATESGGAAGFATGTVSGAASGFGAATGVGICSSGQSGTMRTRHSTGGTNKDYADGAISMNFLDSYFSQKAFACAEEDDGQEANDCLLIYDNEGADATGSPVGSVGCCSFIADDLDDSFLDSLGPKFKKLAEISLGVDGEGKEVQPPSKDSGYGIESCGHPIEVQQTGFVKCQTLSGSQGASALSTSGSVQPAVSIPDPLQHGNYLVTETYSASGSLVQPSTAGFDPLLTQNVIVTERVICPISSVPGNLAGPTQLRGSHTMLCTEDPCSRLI
# An asterisk follows results filed as active; · = not tested or not shown.
SMILES	HTR5A ag ctr	E coli growth	phage Ecoli inh	AddAB inh	HTR5A inv ctr	SUMO Mot1 rescue	PKA-R1A act	PfHsp90 yeast 2	OPRM1-OPRD1 ag	OPRM1-OPRD1 inv	DSG3 Ab inh
CCOCC(=O)Nc1cc([N+](=O)[O-])ccc1OC	2	0.1	4.4	2.4	11	15	-4	14	-2.4	12	96
COc1ccc(/C=N/NC(=S)NC2CCS(=O)(=O)C2)cc1 (centres undefined)	-3	-2.6	2.8	0.8	-9	2	-9	-10	-0.5	3	98
N/C(=N\OC(=O)CCCCCN1C(=O)c2ccccc2C1=O)c1ccccc1	-1	1.7	-1.4	2.4	6	-4	-11	10	-3.7	17	·
Cc1cc(=O)oc2c(CN3CCCC3)c(O)ccc12	2	-1.4	4.1	3.0	-8	29	-4	9	-0.1	0	98
O=c1[nH]c(=O)n(Cc2ccccc2)c2nc(-c3ccc(C(F)(F)F)cc3)n(CCO)c12	-1	0.3	1.4	-0.2	-8	-5	-4	1	3.1	-16	113
O=c1oc2ccccc2c2c1ncn2CCN1CCOCC1	·	0.6	2.3	3.4	·	-6	-7	-17	·	·	94
Cc1cccc(CN2C(=O)/C(=C\c3ccc(C(=O)NCCCN4CCN(C)CC4)cc3)Oc3ccccc32)c1	4	-2.8	1.1	0.8	-17	192	-7	53	2.4	-12	141
COc1cccc(C(=O)Nc2ccc3c(c2)n(C)c(=O)n3C)c1	-4	-0.2	1.4	3.7	14	194	-13	-6	-4.5	21	92
CCCSc1nc2cc(C)c(C)cc2n1CC(O)CO (centres undefined)	6	0.9	6.2	1.3	-16	7	1	-4	-3.6	19	100
CN(C(=O)COC(=O)c1c[nH]c(=O)[nH]c1=O)C1CCCCC1	1	1.5	1.8	2.4	-11	1	0	-14	-0.1	0	·
O=C(CCN1C(=O)C2CC=CCC2C1=O)Nc1ccccc1Cl (centres undefined)	1	1.2	2.8	-2.4	22	2	3	5	-2.7	15	104
COc1cccc(OC)c1C(=O)Nn1c(C2CCC2)nc2ccccc2c1=O	2	0.3	1.2	0.5	13	-1	0	·	-2.5	13	101
O=C(/C=C/c1cccc(Cl)c1)c1nc2ccccc2[nH]1	4	-1.2	4.2	0.2	-10	125	-2	65	3.1	-19	99
COc1ccc(CC2CCOC2=O)cc1 (centres undefined)	1	1.4	2.0	0.2	16	-11	-7	22	-1.6	8	90
Cc1cc(CN(C)C)c(O)c(C2(C)CCCCC2)c1	-3	2.4	2.3	1.3	9	-5	-2	-9	-2.5	14	107
C=CCN=C1SC(C)(C)C(=O)N1S(=O)(=O)c1ccc(C)cc1	1	-2.8	5.2	-0.7	-2	12	-2	6	-2.5	12	97
COCCn1c(SCC(=O)Nc2cccnc2Cl)nc2ccccc2c1=O	-6	1.2	-0.7	3.4	15	-10	-18	-16	-4.0	16	97
Cc1nnc(NC(=O)CC(CN(C)S(=O)(=O)c2ccccc2)c2ccccc2)s1 (centres undefined)	9	-0.3	2.5	-0.8	-25	-4	-2	25	-0.4	2	101
COc1ccc(C(=O)NN/C(C)=C/C(=O)c2ccccc2)cc1	2	2.1	-0.8	6.3	-6	-7	-2	16	-2.1	10	121
O=C(NCc1cccs1)C1CCC(=O)N1C1CCCCC1 (centres undefined)	5	-3.0	1.0	0.3	-7	-1	0	14	-1.2	7	110
COc1cc(C(=O)OCc2ccc([N+](=O)[O-])cc2)cc(OC)c1OC	3	0.4	4.8	1.0	-8	-3	5	-1	-0.7	5	104
O=C(O)c1ccc(CNC(=O)C23CC4CC(CC(C4)C2)C3)cc1	2	1.4	0.9	0.9	3	87	0	-21	-1.0	5	113
C=CC[N+](C)(C)c1ccc(CCC(=O)CCc2ccc([N+](C)(C)CC=C)cc2)cc1	5	-0.5	1.9	-2.6	-6	·	-5	-6	-0.6	3	103
Cc1ccc(S(=O)(=O)N2CCC(NC(=O)C3CCCCC3)CC2)cc1	1	-2.1	0.9	6.5	-32	77	5	-9	1.8	-11	97
COc1ccc(N2CCN(C(=O)CSc3nnc(-c4cccnc4)n3-c3ccccc3)CC2)cc1	8	-1.4	-0.2	-1.4	-30	-11	-7	-48	-1.6	9	97
CCCCCCSC1=C(C#N)C(c2ccccc2)CC(=O)N1 (centres undefined)	2	0.5	0.8	1.8	-6	9	7	15	1.5	-10	103
CCc1ccc(CN(C)C(=O)CCc2nnc(CCc3cccc(OC)c3)o2)nc1	2	-1.9	2.5	1.0	1	15	6	7	0.9	-6	103
Cc1cccc(N2C(=O)C3C4C=CC(C4)C3C2=O)c1 (centres undefined)	-1	-1.3	1.0	3.8	2	-5	-2	23	-1.5	8	100
Cc1ccc(NC(=O)CSC2=C(C#N)C(c3ccco3)CC(=O)N2)cc1 (centres undefined)	7	1.3	1.2	3.0	-49	·	-11	6	2.3	-14	109
CC(C)CNC(=O)N[C@@H](CC(C)C)C(=O)O	-3	-1.1	2.5	-1.8	1	-8	-3	16	-1.3	7	100
CC(=O)Nc1sc2c(c1CN1CCN(c3ccc(F)cc3)CC1)CCCC2	-4	-0.3	1.1	2.7	26	-19	3	-17	6.8	-36	106
CCOC(=O)C1(Cc2cccc(OC)c2)CCCN(Cc2c(C)nn(C(C)C)c2C)C1 (centres undefined)	-7	-1.6	-0.6	-1.5	7	6	1	5	0.5	-3	99
CCOC(=O)C1CCN(c2nc3ccccc3nc2C(C#N)C(=O)OC(C)C)CC1 (centres undefined)	0	-1.6	3.6	0.3	-8	0	1	11	-1.9	10	99
COc1cc(-c2nnc(SCC(=O)N(C)C3CCS(=O)(=O)C3)o2)cc(OC)c1OC (centres undefined)	0	1.0	1.7	0.0	0	-4	-16	-3	-1.6	8	108
COc1cc(C2C(C#N)=C(C)NC3=C2C(=O)CC(C)(C)C3)ccc1OCCO (centres undefined)	-1	-0.4	1.9	-0.9	4	-2	-8	-4	-3.0	17	103
COc1ncnc2c1NC(=O)CS2	4	0.9	-0.6	2.2	7	-17	-2	·	-1.8	8	97
O=C1NC(=O)C(c2ccccc2)(c2ccccn2)N1 (centres undefined)	2	·	1.6	·	-10	·	-5	-8	-4.8	23	·
O=C(NC1CCS(=O)(=O)C1)c1cccc(S(=O)(=O)N2CCCC2)c1 (centres undefined)	2	-1.4	3.7	1.1	-1	530	-2	-2	-3.8	18	101
COc1ccc(CCNC(=O)c2ccco2)cc1OC	1	-0.6	4.4	2.0	-4	-8	-4	31	-1.5	7	98
CC1CN(Cc2ccccc2)c2nc3c(c(=O)n(CC(N)=O)c(=O)n3C)n2C1 (centres undefined)	4	3.1	2.2	0.9	10	102	-2	12	-2.0	10	93
CCN(CC)c1ccc(/C=C(/C#N)C(=O)NCc2ccccc2)o1	1	-0.3	4.4	1.6	7	375	2	4	-2.7	12	126
O=C1CC2(CCCC2)CC(=O)N1c1ccccc1	-1	-2.1	2.8	3.1	3	168	-10	-2	-1.2	6	·
NC(=O)N/N=C/c1sc(N2CCCCC2)nc1-c1cccs1	7	1.6	1.2	-0.1	-18	223	-1	-15	1.5	-8	96
CCn1c(/C=C/c2ccccc2)nc2ccccc21	2	1.4	1.6	2.4	-23	18	-3	13	-1.6	9	100
CCC(C)NC(=O)N1c2ccccc2Sc2ccccc21 (centres undefined)	-3	-1.8	2.0	2.3	3	-13	-3	-8	0.8	-4	117
COc1ccc2[nH]c(=S)cc(C)c2c1	-1	-1.3	1.9	1.6	-37	3	-1	-3	-2.3	12	111
COc1ccc(NC(=O)CC2C(=O)N(c3ccc(F)cc3)C(=S)N2NC(=O)c2ccccc2)cc1 (centres undefined)	0	-0.8	3.1	-0.9	17	9	3	17	0.3	-2	100
CCOC(=O)c1c(C)[nH]c(C(=O)OCC(=O)Nc2sccc2C(N)=O)c1C	8	-1.0	3.4	2.0	-5	-9	-8	8	5.8	-31	94
Cc1cc(N)ccc1S(C)(=O)=O	1	1.4	1.4	4.3	-39	-23	0	0	-1.0	6	92
COC(=O)C(Cc1ccccc1)N1CCS(=O)(=O)CC1 (centres undefined)	-1	1.3	3.2	0.9	-13	3	-1	-8	-3.6	18	102
COc1cccc(C(=O)Nc2ccccc2N2CCCC2)c1	-4	3.4	1.0	6.0	-5	7	1	3	-1.0	5	100
O=C(CCC(=O)N(CC(=O)NC1CCCC1)C1CCCC1)Nc1ccccn1	-4	-0.9	-0.4	2.7	26	0	-3	-10	-2.8	12	·
CCCC(c1nnnn1CC1CCCO1)N1CCN(c2ccccc2)CC1 (centres undefined)	0	2.2	4.3	3.0	-7	35	4	-20	1.4	-7	100
Cc1ccc(-c2cc(C(=O)NC3CCCC3)no2)cc1	4	1.1	3.5	3.1	-1	-7	3	-13	-0.3	3	120
COc1ccccc1NC(=O)COC(=O)C1CCCC1	-4	-0.5	1.2	-1.5	-11	-7	-12	-9	-3.8	15	99
Cc1oc(-c2ccccc2F)nc1CS(=O)CC(=O)NCc1ccccn1 (centres undefined)	0	-2.3	-0.9	3.1	27	-7	-13	-1	-4.2	22	100
COc1cc2c(cc1OC)CN(C(=O)c1cccc(S(=O)(=O)N3CCc4ccccc43)c1)CC2	11	-3.3	-0.2	0.3	-31	7	3	0	-0.9	4	116
Cc1ccccc1-n1nc2c(c1NC(=O)c1ccc(Br)o1)CSC2	0	-1.8	·	0.7	0	-5	-4	12	-1.8	10	87*
COc1ccc(-c2c(C)oc3c(CN4CCOCC4)c(O)ccc3c2=O)cc1	0	-1.3	0.1	-1.1	-1	272	-5	-5	-0.7	4	98
C(=N\n1cnnc1)/c1cn(Cc2ccccc2)c2ccccc12	2	-1.0	1.5	0.6	19	14	0	-15	0.5	-3	90
COc1cc(C(=O)NC2CCN(C)CC2)ccc1Nc1ncc2c(n1)N(C1CCC(O)CC1)CCC(=O)N2C (centres undefined)	6	1.4	·	3.2	5	-19	-16	-8	-4.5	21	103
Cc1cccc(N2CCN(C(=O)c3ccc(CS(=O)Cc4cccc(Cl)c4)o3)CC2)c1C (centres undefined)	1	-0.2	0.0	7.0	9	191	-12	-9	-1.7	9	108
CC1CN(S(=O)(=O)Cc2ccccc2)CC(C)O1 (centres undefined)	2	0.6	4.8	-0.3	9	-18	-9	·	-0.5	3	102

# Sorted by the number under OPRM1-OPRD1 ag (smallest number first): some entries from above.
canonical_smiles,phage Ecoli inh,AddAB inh,SUMO Mot1 rescue,PKA-R1A act,PfHsp90 yeast 2,OPRM1-OPRD1 ag,OPRM1-OPRD1 inv,DSG3 Ab inh
Cc1ccccc1-n1nc2c(c1NC(=O)c1ccc(Br)o1)CSC2,·,0.7,-5,-4,12,-1.8,10,87*
C=CC[N+](C)(C)c1ccc(CCC(=O)CCc2ccc([N+](C)(C)CC=C)cc2)cc1,1.9,-2.6,·,-5,-6,-0.6,3,103
C(=N\n1cnnc1)/c1cn(Cc2ccccc2)c2ccccc12,1.5,0.6,14,0,-15,0.5,-3,90

# Screening data (PubChem BioAssay)
